PAFAH1B2 FP inh: PAFAH1B2 (human) inhibition. 1.2% of 340,000 active. recombinant PAFAH1B2, FP-rhodamine activity probe, fluorescence polarization. P68402. inhibition, % at 3.39 µM. AID 492953;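 active = inhibition above the mean of all tested compounds plus 3 SD, cut at about 24% in these data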;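 note: 0% = enzyme with DMSO and 100% = wells lacking PAFAH1B2; many of its hits are not listed in these tables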
PAFAH1B3 FP inh: inhibitors of human PAFAH1B3. Q15102. recombinant PAFAH1B3, FP-rhodamine probe, fluorescence polarization. inhibition, % at 3.39 µM. 0.28% of 340,000 active;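 active = inhibition above the screen-wide average of all tested compounds plus 3 SD, cut at about 25% in these data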;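 note: 0% = enzyme with DMSO only and 100% = wells lacking PAFAH1B3 protein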
PAFAH2 FP inh: PAFAH2 (human) inhibition | Q99487 | recombinant PAFAH2, FP-rhodamine activity probe, fluorescence polarization | inhibition, % at 3.39 µM | 0.99% of 340,000 active;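 active = inhibition above the mean over all tested compounds plus 3 SD, cut at about 30% in these data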;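 note: inhibitors block probe labeling of enzyme so polarization drops; 0% = enzyme with DMSO and 100% = wells lacking PAFAH2 protein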
LYPLA2 counter: counter-screen for PME1 inhibitors: inhibitors of human LYPLA2; O95372; 0.38% of 320,000 active; inhibition, % at 5.9 µM; recombinant LYPLA2, FP-Rh probe fluorescence polarization;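 active = inhibition above the screen-wide mean plus 3 SD, limit set per campaign, cut at about 26% in these data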;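 note: 0% = LYPLA2 with DMSO and 100% = wells lacking LYPLA2 enzyme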
pPAFAH FP inh: inhibitors of human plasma PAF acetylhydrolase (pPAFAH); AID 463082; Q13093; 1.5% of 330,000 active; recombinant pPAFAH, FP-rhodamine probe fluorescence polarization; inhibition, % at 3.39 µM;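 active = inhibition above the mean inhibition across the screen plus 3 SD, cut at about 25% in these data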;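 note: inhibitors block binding of the rhodamine activity-based probe so polarization drops; 0% = enzyme with DMSO and 100% = wells lacking pPAFAH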
LYPLA1 counter: counter-screen for PME1 inhibitors: inhibitors of human LYPLA1; O75608; recombinant LYPLA1, FP-Rh probe fluorescence polarization; inhibition, % at 5.9 µM; 0.16% of 320,000 active; AID 2174;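 active = inhibition above the mean of all tested compounds plus 3 SD, set per campaign, cut at about 14% in these data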;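 note: inhibitors block serine hydrolase probe labeling of LYPLA1 so polarization falls; 0% = enzyme with DMSO and 100% = wells lacking LYPLA1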
PAD4 inh: PAD4 (human) enzyme inhibition; Q9UM07; recombinant PAD4, RCA probe fluorescence polarization; inhibition, % at 6.36 µM; 0.41% of 330,000 active; AID 485272;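 active = percent inhibition above a cutoff equal to the mean of all tested compounds plus 3 SD, cut at about 15% in these data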;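 note: 0% = PAD4 with RCA probe and DMSO and 100% = probe without PAD4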
PREPL inhibitor: inhibits the human prolyl oligopeptidase-like enzyme. recombinant PREPL, fluorescence polarization activity-based probe. Q4J6C6. inhibition, % at 5.96 µM. 0.68% of 320,000 active; in the data active = inhibition above about 43%;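 note: 0% = enzyme with DMSO and 100% = wells lacking enzyme; many of its hits are not listed in these tables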
Target sequence (Q4J6C6 whole entry, looked up): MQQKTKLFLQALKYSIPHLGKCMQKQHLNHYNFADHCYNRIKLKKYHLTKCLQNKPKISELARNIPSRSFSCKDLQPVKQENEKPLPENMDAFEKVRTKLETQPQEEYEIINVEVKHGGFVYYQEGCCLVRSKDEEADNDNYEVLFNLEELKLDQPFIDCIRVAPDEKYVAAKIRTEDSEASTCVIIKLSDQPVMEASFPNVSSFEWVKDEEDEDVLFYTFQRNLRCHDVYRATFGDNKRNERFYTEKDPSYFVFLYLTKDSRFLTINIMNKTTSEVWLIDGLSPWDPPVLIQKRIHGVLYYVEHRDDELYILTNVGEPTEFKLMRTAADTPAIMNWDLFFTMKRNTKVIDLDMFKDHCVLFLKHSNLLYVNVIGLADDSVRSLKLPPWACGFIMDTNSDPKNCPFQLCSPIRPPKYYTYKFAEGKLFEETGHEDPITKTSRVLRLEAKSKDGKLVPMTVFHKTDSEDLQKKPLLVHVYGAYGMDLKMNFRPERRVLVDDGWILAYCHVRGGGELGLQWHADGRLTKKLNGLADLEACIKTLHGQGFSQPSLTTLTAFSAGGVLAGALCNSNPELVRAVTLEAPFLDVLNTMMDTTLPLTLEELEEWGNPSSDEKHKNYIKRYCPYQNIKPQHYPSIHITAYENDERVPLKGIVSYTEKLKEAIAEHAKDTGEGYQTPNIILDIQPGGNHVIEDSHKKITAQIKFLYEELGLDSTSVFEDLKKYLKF
GSTO1 counter: GSTO1 inhibition, counter-screen for RBBP9 inhibitors | 1.1% of 300,000 active | P78417 | inhibition, % at 5.96 µM | AID 1974 | recombinant GSTO1, activity-based probe fluorescence polarization;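 active = inhibition above the campaign mean inhibition plus 3 SD, cut at about 35% in these data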;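 note: 0% = GSTO1-1 with DMSO and 100% = wells lacking GSTO1-1 enzyme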
Target sequence (P78417 whole entry, looked up): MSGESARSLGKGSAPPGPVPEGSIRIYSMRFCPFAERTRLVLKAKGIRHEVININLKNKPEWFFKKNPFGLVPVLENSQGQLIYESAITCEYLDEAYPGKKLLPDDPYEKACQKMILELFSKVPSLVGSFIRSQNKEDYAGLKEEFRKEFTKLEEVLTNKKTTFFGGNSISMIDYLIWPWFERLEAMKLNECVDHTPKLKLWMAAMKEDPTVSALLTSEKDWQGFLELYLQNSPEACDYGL
Numbers without * were called inactive; x = no result given. This is a subset; rates above refer to the full screens.

SMILES	PAFAH1B2 FP inh	PAFAH1B3 FP inh	PAFAH2 FP inh	LYPLA2 counter	pPAFAH FP inh	LYPLA1 counter	PAD4 inh	PREPL inhibitor	GSTO1 counter
O=S1(=O)CC2N=C(N(Cc3ccc(F)cc3Cl)c3ccccc3F)SC2C1 (stereo unspecified)	1.9	8.2	-2.8	-5.1	5.4	-4.9	1.2	35.0	9.0
OC[C@@H](O)[C@@H](O[C@H]1O[C@H](CO)[C@@H](O)[C@H](O)[C@H]1O)[C@H](O)[C@@H](O)CO	-1.4	-4.2	4.2	1.4	-2.4	0.1	-2.6	-3.4	2.6
O=c1c2ccccc2nc(-c2ccc(Cl)cc2Cl)n1CCCn1ccnc1	-1.7	-2.7	4.8	5.0	-2.1	-0.8	-0.5	-14.3	1.4
COc1ccc(OC2C(=O)N(Cc3ccc4c(c3)OCO4)C2c2cccs2)cc1 (stereo unspecified)	-4.0	-8.1	-0.1	-0.7	5.3	-2.5	-4.7	14.0	5.7
CN(CC(=O)Nc1cccc(F)c1)C(=O)Cc1n[nH]c(=O)c2ccccc12	1.6	3.7	-1.0	9.9	1.1	5.3	-1.9	-2.7	2.1
C[C@H](NC(=O)c1ncn(Cc2ccccc2)c1C(=O)N[C@@H](C)c1ccccc1)c1ccccc1	3.9	-2.6	-2.7	-2.8	6.2	-1.6	0.1	12.2	x
Cc1cc(Cl)ccc1NC(=S)N(CCCN1CCOCC1)Cc1cccs1	3.6	3.0	-1.6	-1.4	1.3	0.2	4.5	-3.5	9.3
COC(=O)c1ccc(/C=C2/C(=O)Oc3ccccc32)cc1	3.5	2.5	6.2	-8.7	1.4	-0.5	-4.0	7.1	5.7
CC1CCCCC1NC(=O)c1ccc(S(=O)(=O)NCC2CCCO2)cc1 (stereo unspecified)	2.2	6.1	-7.1	-3.4	-0.4	-1.5	-2.4	-7.0	4.0
CC1CC(C)(C)N2C(=O)C(=C(C#N)C#N)c3cccc1c32 (stereo unspecified)	-3.5	1.6	-4.7	0.2	6.6	1.8	1.3	7.2	-0.3
CN1CCc2c(OCc3ccc(F)cc3)cccc2C1=O	1.0	5.8	-1.6	7.1	0.4	0.7	0.5	43.0	-5.3
COc1ccc(NC(=O)N2CCOCC2)cc1OC	-2.9	4.1	-0.2	-6.5	1.5	1.2	-2.6	-0.6	2.8
Cc1ccc(CC(=O)Nc2ccc(OC(F)F)c(Cl)c2)cc1C	-4.1	-3.8	-10.2	-15.0	-0.9	-10.3	2.9	-12.4	2.1
CCc1nnc(SCC(=O)NCCC2=CCCCC2)nc1CC	0.6	-10.0	-6.0	-0.3	2.6	4.1	-1.4	5.7	4.2
Cc1cccc(CSc2nnc(-c3ccco3)o2)c1	-0.6	0.5	2.6	7.2	2.5	-2.4	-4.0	1.4	12.5
CCCc1cc(Nc2ccccc2OCC)n2ncnc2n1	-6.7	-4.8	-3.9	-2.4	7.4	-3.3	-3.6	-2.2	-2.8
CN(C)S(=O)(=O)c1cccc(NC(=O)CCc2c[nH]c3ccccc23)c1	-5.7	8.7	-2.8	8.0	2.9	0.7	-0.8	5.7	0.9
COCCNC(=O)CN(C(=O)CCC(=O)Nc1ccccn1)c1cc(C)ccc1C	3.4	-1.9	-0.9	-3.2	3.8	-0.2	-4.1	-6.6	-5.4
Cc1ccc(SC(C)C(=O)NCc2ccc(F)cc2)cc1 (stereo unspecified)	3.0	-2.2	0.6	-7.5	-0.5	-0.2	-0.6	-10.0	11.2
Nc1ccc2oc3ccccc3c2c1	11.0	2.5	0.5	7.9	5.3	0.4	-2.4	5.5	0.1
CCOC(=O)c1c(CN(CC)CC)n(C)c2cc(Br)c(O)cc12	3.7	-2.4	-3.4	1.8	4.8	5.5	0.4	3.0	4.2
Cc1ccc(C)c(N2CCN(C(=O)C3CCN(c4nc(C)cc(C)n4)CC3)CC2)c1	5.9	2.5	4.4	11.7	2.5	1.4	2.4	19.9	4.1
O=C(NCc1nnnn1-c1ccc(F)c(F)c1)c1ccc2c(c1)OCO2	8.1	1.9	-0.7	5.9	0.7	3.1	4.0	8.5	9.2
O=C(NCc1ccco1)/C(=C/c1ccco1)NC(=O)c1ccc(Br)o1	-0.6	1.8	2.3	0.8	5.8	-5.1	-2.6	11.3	-0.8
CCOc1ncccc1C(=O)OCC(=O)NC(=O)NC(C)C	10.4	6.7	11.5	-2.4	2.1	0.2	8.1	-7.8	1.4

Additional records
SMILES	PAFAH1B2 FP inh	PAFAH1B3 FP inh	PAFAH2 FP inh	LYPLA2 counter	pPAFAH FP inh	LYPLA1 counter	PAD4 inh	PREPL inhibitor	GSTO1 counter
O=C(CNc1cccc2ccccc12)N/N=C/c1ccc([N+](=O)[O-])o1	5.2	5.3	11.3	-4.2	13.3	-2.3	-8.2	37.6	17.3
Cc1ccc(NC(=O)OCCNC(=O)OC(C)C)cc1	3.0	0.9	2.8	-4.1	2.0	-2.2	0.7	-6.3	2.6
CCCn1c(SCC(=O)Nc2cccc(S(=O)(=O)N3CCCC3)c2)n[nH]c1=O	0.0	0.7	-4.0	-1.9	0.0	3.8	-1.0	-4.1	0.2
CN1CCN(C(=O)CNC(=O)Cc2ccc(Cl)cc2)CC1	0.4	5.4	2.4	5.4	6.8	-1.2	4.6	-5.0	-2.0
COC(=O)Cc1ccc2c3ccccc3n(C)c2c1	-1.2	7.0	3.1	0.4	0.9	-1.9	-2.7	10.2	11.5
COc1ccc(S(=O)(=O)N(C)CC(=O)N2CCOCC2)cc1Cl	0.3	1.9	9.9	5.5	4.0	2.2	6.4	0.6	2.5
O=C(NC(N1CCOCC1)C(Cl)(Cl)Cl)c1cc([N+](=O)[O-])cc([N+](=O)[O-])c1 (stereo unspecified)	3.1	4.1	5.0	4.4	4.0	5.8	-3.6	-2.7	3.9
O=C(CN1C(=O)NC2(CCc3ccccc32)C1=O)c1ccc(Br)s1 (stereo unspecified)	-3.1	-5.8	4.3	-5.7	15.0	-1.9	-3.3	3.9	x
CCOC(=O)c1[nH]ncc1[C@@H]1C[C@H]2CN(Cc3cccc(Cl)c3)C(=O)[C@]23CCCN13	1.5	9.3	10.4	4.9	0.0	3.7	4.8	25.5	-0.9
O=C(CNCCC1=CCCCC1)Nc1ccccc1N1CCCCC1	3.2	-7.3	-4.0	2.2	6.3	5.4	-1.5	13.2	2.7
Cc1cc(S(=O)(=O)N(Cc2ccc(C(C)(C)C)cc2)Cc2cccs2)ccc1-n1cnnn1	3.2	6.6	-9.0	0.9	3.5	1.7	6.4	6.4	1.8
COc1c(C(C)C)oc2cc3oc(=O)ccc3cc12	-1.4	6.2	-1.4	4.0	2.2	3.3	-1.2	10.1	1.4
O=C(CN(C(=O)CSc1nc2ccccc2o1)c1ccccc1F)NC1CCCCC1	2.4	-3.6	1.2	2.4	3.7	1.2	-4.1	1.2	0.8
COc1ccc(NC(=O)C2CCCN(S(=O)(=O)c3c(C)[nH]c(=O)[nH]c3=O)C2)cc1Cl (stereo unspecified)	7.0	7.4	15.4	-0.8	0.9	-1.0	0.4	5.9	-2.9
Cc1ccc(-c2cc(C(=O)Nc3cnn(C(C)C)c3)no2)cc1	0.5	3.2	-1.8	-1.3	7.2	-0.9	-5.5	-8.6	2.4
Cc1ccc(S(=O)(=O)N2CCOCC2)cc1C(=O)NC(=S)N(Cc1ccccc1)C(C)C	9.9	0.2	1.4	15.7	-0.8	5.1	0.9	12.0	-0.6
N#Cc1nc(-c2cccs2)oc1N1CCN(c2ccccc2)CC1	2.9	-2.1	-1.3	20.2	10.2	6.5	-4.4	38.3	4.4
CCCc1nc(NC2CCCCC2)c(C#N)c2c1COC(C)(C)C2	-0.3	7.3	5.1	-0.7	-3.7	0.4	4.3	6.4	2.5
O=C(NC1CC1)c1ccc(C2SCC(=O)N2Cc2ccccc2)cc1 (stereo unspecified)	6.5	2.1	-3.1	-1.0	5.7	-4.9	0.3	5.8	1.4
CCCc1nnc(NC(=O)C2CC(=O)N(CCc3ccc(F)cc3)C2)s1 (stereo unspecified)	2.7	0.7	-0.1	1.5	5.3	0.2	-2.8	-5.0	-2.0
Cn1c(N)c(S(=O)(=O)N2CCN(c3cccc(Cl)c3)CC2)c(=O)n(C)c1=O	-7.1	-3.2	-6.4	3.0	2.7	-0.6	-3.0	-1.3	1.5
CC(C)(CC(=O)O)CC(=O)Nc1ccccc1Oc1ccccc1	17.4	1.1	-0.4	-1.9	-1.4	0.9	4.5	5.8	16.4
COc1ccc(OCC(=O)Nc2ccc(S(=O)(=O)N3CCOCC3)cc2)cc1	-1.2	0.8	-2.1	7.2	-5.1	-1.6	3.0	-2.5	13.3
O=C(/C=C/c1ccccc1)n1cnnc1SC/C=C/c1ccccc1	1.8	7.2	2.8	1.6	-0.2	2.9	-4.0	8.2	3.3
O=C(c1ccccc1)n1ccc2ccccc21	2.9	4.3	1.2	-5.0	0.9	-2.6	-2.5	-14.9	15.3

Remaining list, next part:
SMILES	PAFAH1B2 FP inh	PAFAH1B3 FP inh	PAFAH2 FP inh	LYPLA2 counter	pPAFAH FP inh	LYPLA1 counter	PAD4 inh	PREPL inhibitor	GSTO1 counter
O=C(CSc1ccc(-c2ccc(-n3cccn3)cc2)nn1)Nc1ccccc1F	-0.2	-5.5	5.0	-6.3	-2.2	-0.8	-2.0	3.8	2.9
Oc1ccccc1-c1cc(C(F)(F)F)nc(-c2ccccc2)n1	0.5	2.4	-2.8	-7.7	0.3	-2.2	4.3	1.7	3.8
O=C(CSc1n[nH]c(=O)n1C1CC1)NCc1ccccc1Cl	1.2	1.2	-0.9	4.3	2.6	5.2	4.2	-0.1	2.2
CN(C)CCC=C1c2ccccc2C=Cc2ccccc21	-0.2	5.9	-5.8	5.7	1.6	1.8	-5.9	-33.0	5.3
CCOC(=O)N1CCN(C(=O)COCc2cc(-c3ccc4c(c3)OCO4)on2)CC1	1.0	-1.7	3.3	8.3	-4.4	0.6	-2.6	-8.4	7.8
CCCN1CCC(N2CCCC(C(=O)O)C2)CC1 (stereo unspecified)	-0.2	10.3	6.4	-4.0	2.1	-1.5	-32.2	1.9	1.4
CC(=O)c1cnc2nc(SCc3cccc(C)c3)nn2c1C	0.7	7.2	2.5	10.2	1.3	-1.5	-6.4	2.7	-2.1
Cc1ccc(C(=O)N/C(=C/c2ccco2)C(=O)Nc2cccc(C(=O)O)c2)cc1	x	x	x	-4.5	6.4	-5.2	-0.4	4.7	2.5
OCCN1CCN(C(=S)Nc2ccc(Oc3ccccc3)cc2)CC1	2.1	0.1	5.5	2.3	2.7	-2.7	-3.2	9.0	2.6
COc1cc(OC)cc(-c2c(-c3cccs3)c3cc(-c4cc(OC)c(OC)c(OC)c4)ccc3n2C)c1	6.7	4.4	5.7	x	6.0	x	-0.2	28.0	x

Some of the entries so far, with two lines to a compound.
Every second line gives: PAFAH1B2 FP inh, PAFAH1B3 FP inh, PAFAH2 FP inh, LYPLA2 counter, pPAFAH FP inh, LYPLA1 counter, PAD4 inh, PREPL inhibitor, GSTO1 counter
CN1CCN(C(=O)CNC(=O)Cc2ccc(Cl)cc2)CC1
→ 0.4, 5.4, 2.4, 5.4, 6.8, -1.2, 4.6, -5.0, -2.0
COC(=O)Cc1ccc2c3ccccc3n(C)c2c1
→ -1.2, 7.0, 3.1, 0.4, 0.9, -1.9, -2.7, 10.2, 11.5
COc1ccc(S(=O)(=O)N(C)CC(=O)N2CCOCC2)cc1Cl
→ 0.3, 1.9, 9.9, 5.5, 4.0, 2.2, 6.4, 0.6, 2.5
O=C(NC(N1CCOCC1)C(Cl)(Cl)Cl)c1cc([N+](=O)[O-])cc([N+](=O)[O-])c1 (stereo unspecified)
→ 3.1, 4.1, 5.0, 4.4, 4.0, 5.8, -3.6, -2.7, 3.9

Source: PubChem
